LGR2 inh: inhibitors of bursicon-induced Drosophila LGR2 receptor cAMP signaling; inhibition, % at 9.99 µM; 380,000 tested, 0.35% active; AID 720647; HEK293 LGR2, CRE-luciferase, bursicon-stimulated, 4 h;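 active = drop in luminescence signal, shown as inhibition above about 50% in the replicate tests, limit read from the data, passing the limit was not always enough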;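 also: agonist challenge used bursicon conditioned medium at about half maximal strength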
EWS-Fli block: EWS/Fli transcriptional activity inhibition. 350,000 tested, 0.67% active. inhibition, % at 12.6 µM. A673 NR0B1-luciferase reporter, viability-normalised;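 active = mean inhibition of at least 50% after viability correction, with every replicate also passing that limit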;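 also: firefly luciferase signal divided by Alamar Blue viability fluorescence both relative to DMSO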
ERAP1 inh: ERAP1 (human) enzyme inhibition; Q9NZ08; AID 652197; inhibition, % at 10.7 µM; 340,000 tested, 0.15% active; recombinant ERAP1, Leu-AMC fluorescence, 60 min;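 active = mean replicate inhibition of at least 30%, or all replicates individually reaching that 30% level; inactive = mean below 30% and not every replicate reaching it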;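 also: 0% = neutral control wells and 100% = L-leucinethiol positive control wells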
Target sequence (Q9NZ08 whole entry, looked up): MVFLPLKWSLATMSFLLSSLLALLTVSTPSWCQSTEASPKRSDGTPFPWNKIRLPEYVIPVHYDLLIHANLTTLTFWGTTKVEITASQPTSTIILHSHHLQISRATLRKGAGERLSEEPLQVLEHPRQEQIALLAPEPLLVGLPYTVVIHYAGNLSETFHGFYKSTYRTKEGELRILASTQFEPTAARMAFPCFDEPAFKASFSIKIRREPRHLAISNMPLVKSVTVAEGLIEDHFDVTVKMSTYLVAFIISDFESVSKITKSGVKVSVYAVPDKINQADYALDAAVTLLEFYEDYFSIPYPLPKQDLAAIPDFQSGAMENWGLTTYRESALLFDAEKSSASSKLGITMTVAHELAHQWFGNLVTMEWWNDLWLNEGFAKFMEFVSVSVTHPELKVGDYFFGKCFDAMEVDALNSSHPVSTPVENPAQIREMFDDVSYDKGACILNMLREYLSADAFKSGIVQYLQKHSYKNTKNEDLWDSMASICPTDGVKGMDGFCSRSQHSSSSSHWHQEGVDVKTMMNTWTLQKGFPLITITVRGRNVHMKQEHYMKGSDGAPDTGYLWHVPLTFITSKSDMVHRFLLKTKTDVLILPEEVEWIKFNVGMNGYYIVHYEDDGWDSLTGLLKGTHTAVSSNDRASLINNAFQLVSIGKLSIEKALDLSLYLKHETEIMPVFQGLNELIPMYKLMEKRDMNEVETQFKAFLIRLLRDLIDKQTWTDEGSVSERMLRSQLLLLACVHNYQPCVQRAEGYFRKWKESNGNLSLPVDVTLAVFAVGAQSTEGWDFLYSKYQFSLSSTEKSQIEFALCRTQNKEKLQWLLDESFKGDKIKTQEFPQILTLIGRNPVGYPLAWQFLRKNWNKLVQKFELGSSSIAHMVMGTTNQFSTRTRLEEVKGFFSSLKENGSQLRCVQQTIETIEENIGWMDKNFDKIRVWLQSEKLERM
PGC1a acetyl inh: modulators of PGC1a acetylation | inhibition, % at 15.6 µM | U2OS PGC1a acetylation, AlphaScreen anti-acetyl-lysine; with virally co-expressed GCN5 acetyltransferase | 350,000 tested, 0.17% active | AID 651687;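 active = every replicate shows inhibition of at least 40%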;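 also: 0% = neutral control wells and 100% = positive control wells; some results beyond the cut were filed as inactive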
S100A4 MyoIIA: inhibitors of human S100A4 binding to myosin IIA peptide; P26447; S100A4/TAMRA-MyoIIA peptide fluorescence polarization; inhibition, % at 10.7 µM; 360,000 tested, 0.14% active;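 active = mean inhibition of at least 70% across replicates, with every replicate also reaching that level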
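assay system = human S100A4 monomer with TAMRA-labelled myosin IIA peptide | also added = labelled myosin peptide probe, 5 nM | incubation = 5 min between mix addition and reading | control set = DMSO and TFP controls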
PglD inh: PglD (C. jejuni) enzyme inhibition. purified PglD enzyme, DTNB colorimetric CoA detection. inhibition, % at 12.5 µM. 360,000 tested, 0.098% active. AID 602405; in the data active = inhibition above about 16%, passing the limit was not always enough; also: strong numbers were not always called active
PAX8 reporter: lowers PAX8-driven luciferase in RMG-I cells; RMG-I TPO-luciferase reporter, SteadyGlo, 24 h; inhibition, % at 12.6 µM; 360,000 tested, 1.2% active; AID 652154;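 active = mean replicate inhibition at least 60% with every replicate also reaching 60%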;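 also: luciferase light reporting Pax8 driven TPO promoter activity; plate controls were median of neutral control wells for no effect and mitoxantrone controls for full effect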
FN deposition inh: fibronectin deposition inhibition. AH1F fibroblasts, Alexa488-fibronectin deposition fluorescence, overnight. inhibition, % at 12.6 µM. 350,000 tested, 0.086% active. AID 743247;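 active = mean inhibition across replicates of 30% or more, regardless of how many single replicates reach that level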;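 also: positive control wells lacked labelled fibronectin entirely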
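Material: AH1F fibroblast monolayer depositing Alexa488-labelled fibronectin into matrix / Amount: 10000 AH1F cells per well / Signal: fluorescence 485/525 nm / Medium: DMEM, 2% serum / Compound: single dose, pinned / Incubation: 1 h cell adhesion before compound, then overnight fibronectin incubation / Reagent: Alexa488-FN, 24 nM final / Read-out: inhibition of fibronectin deposition signal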
* hit, by the source's call; / = no result given; & = joins results of further samples.

Molecule	PglD inh	FN deposition inh	S100A4 MyoIIA	LGR2 inh	PAX8 reporter	EWS-Fli block	ERAP1 inh	PGC1a acetyl inh
CN1CCN(C2=NC(=O)/C(=C/c3ccccc3OS(=O)(=O)c3ccccc3)S2)CC1	/	0	-4	21	9	-2	10	-2
O=C(Cn1cnc2ccccc2c1=O)N1CCN(S(=O)(=O)c2ccc(F)cc2)CC1	0	2	-4	11	-3	2	2	4
CC(C)CC1NC(=S)N(Cc2ccccc2)C1=O (centres undefined)	-2	-4	-1	12	90*	15	1	5
Cn1cccc1/C=N/N1CCN(c2ccccc2)CC1	/	-1	-7	-26	-28	-16	-2	13
COC(=O)c1cccc(NC(=O)c2onc3c2CCCC3)c1	6	7	6	-76	-118	35	-3	/
Cc1cccc(/C(N)=N/OC(=O)c2cccc3ccccc23)c1	7	-2	8	14	-99	/	-1	/
Cc1cccc(NC(=O)CSc2nc(N)cc(N)n2)c1	6	15	/	/	18	/	/	-14
COC(=O)[C@@H](Cc1c[nH]c2ccccc12)NC(=O)CCC(=O)c1ccc(F)cc1	-1	-7	-9	-4	14	5	-1	-7
Cn1c(N)c(N2CCN(c3ccccc3)CC2)c(=O)[nH]c1=O	3	-10	3	-13	7	3	1	-1
CCOC(=O)N/N=C1\CCS(=O)(=O)c2ccc(Cl)cc21	/	1	-2	3	-13	12	0	/
C/C=C/c1ccccc1[C@@H]1[C@@H](CO)N(C(=O)Cc2ccccn2)[C@H]1C#N	/	0	-2	4	/	-1	-2	5
COC(=O)c1c(NC(=O)c2ccc(C)c(S(=O)(=O)Nc3ccccc3C)c2)sc2c1CCCC2	-3	0	/	-14	/	/	/	-1
COc1ccc(S(=O)(=O)N(C)C[C@H]2Oc3cc(Br)ccc3S(=O)(=O)N([C@H](C)CO)C[C@H]2C)cc1	0&-1	2&-4	-1&-10	-10&7	19	9&-1	-4&-3	4&0
CC(CCCCCCCCC(=O)O)N(CCO)C(=O)OC(C)(C)C (centres undefined)	-9	11	-2	5	-16	5	/	-3
O=C(CSc1nc2ccccc2o1)Nc1cc(C(F)(F)F)ccc1N1CCOCC1	1	-13	/	/	-5	/	/	-4
CC(=O)N1[C@@H](CO)[C@@H]2c3ccccc3N(C(=O)c3ccc(F)cc3)C[C@@H]21	0	0	-26	-2	-19	2	-1	5
O=C(Nc1cc([N+](=O)[O-])c2[nH]c(=O)c3ccccc3c2c1)C(F)(F)F	/	/	-4	/	-35	-9	-2	/
COCC1CCN(C(=O)c2ccc3oc(Cc4ccc(Cl)cc4)nc3c2)C1 (centres undefined)	-3	-6	-3	-11	1	-17	0	/
COc1ccc(N2CCN(c3nc(Nc4ccc(C)c(F)c4)nc(N4CCCC4)n3)CC2)cc1	-7	-3	3	-3	-8	2	0	-2
CCC(=O)N1[C@@H](CO)[C@@H](c2ccccc2)C12CN(Cc1cccnc1)C2	/	/	12	-30	/	7	-16	6
NC(N)=NC1=NC(=O)C(Cc2ccccc2)S1 (centres undefined)	3	6	-2	7	-14	-139	/	1
C[C@@H]1CCCCO[C@@H](CN(C)S(=O)(=O)c2ccc(F)cc2)[C@@H](C)CN([C@H](C)CO)C(=O)c2cc(NC(=O)CCC(F)(F)F)ccc2O1	5	-3	5	6	-5	1	-2	1
C[C@H](CO)N1C[C@H](C)[C@H](CN(C)Cc2ccc3c(c2)OCCN3C)OCc2cn(nn2)CCCC1=O	-2	0	-20	-3	/	0	0	-10
Cc1ccccc1Nc1nn2c(=O)c3ccc(C(=O)N4CCCC(C)C4)cc3nc2s1 (centres undefined)	-7	-3	1	17	2	14	-1	/
Cc1nc(C(C)NC(=O)CCc2nnc(CCCc3ccccc3)o2)c(C)s1 (centres undefined)	-6	-5	-1	-91	-198	-99	2	6
COc1cccc(NC(=O)CN2C(=O)COc3ccc(C)cc32)c1	1	3	5	20	7	22	1	3
O=C(NCC(O)c1ccccc1)c1ccc(Cl)c(S(=O)(=O)N2CCCCC2)c1 (centres undefined)	1	-10	-1	0	-7	-2	1	/
NC(=O)c1ccsc1NC(=O)CSc1nnc(NC2CC2)s1	-2	-3	-3	-5	1	1	-2	/
O=C(CCS(=O)(=O)c1ccc(F)cc1)Nc1nc(-c2ccccn2)cs1	-4	-10	-1	26	84*	18	1	/
C[C@@H]1CN([C@@H](C)CO)C(=O)c2cccc(NS(C)(=O)=O)c2O[C@@H]1CN(C)C	1	/	-7	-9	-10	-8	-2	24
CC1=C(C(=O)N(C(C)C)C(C)C)CC(CC(=O)NCCCCc2ccccc2)C(=O)N1Cc1ccc(C(C)(C)C)cc1 (centres undefined)	0	4	-3	15	32	3	1	13
CC(C)C[C@H](NC(=O)C1CC(=O)N(c2ccc3c(c2)OCO3)C1)C(=O)NC1CCCC1 (some centres undefined)	1	0	0	6	-18	/	1	/
Cc1nn(C(=O)CCCC(=O)NCc2ccccc2)c2ccccc12	2	1	4	-11	-16	/	1	-15
COc1cc(CN2CCNC(=O)C2CC(=O)N(C)Cc2cccnc2)cc(OC)c1 (centres undefined)	2	-2	/	-10	1	/	/	/
O=C(C1CCN(c2nnc(-n3cccc3)s2)CC1)N1CCN(Cc2ccc3c(c2)OCO3)CC1	3	-21	15	12	24	12	/	-1
COc1ccc(NC(=O)CCC(=O)N(Cc2ccc(OC)c(OC)c2)c2nccs2)cc1	-26	-1	/	7	-19	/	/	13

A few values from above:
O=C(NCC(O)c1ccccc1)c1ccc(Cl)c(S(=O)(=O)N2CCCCC2)c1 (centres undefined) in EWS-Fli block reads -2
Cn1c(N)c(N2CCN(c3ccccc3)CC2)c(=O)[nH]c1=O in PAX8 reporter reads 7
Cc1nc(C(C)NC(=O)CCc2nnc(CCCc3ccccc3)o2)c(C)s1 (centres undefined) in PAX8 reporter reads -198
CN1CCN(C2=NC(=O)/C(=C/c3ccccc3OS(=O)(=O)c3ccccc3)S2)CC1 in PGC1a acetyl inh reads -2
COc1cc(CN2CCNC(=O)C2CC(=O)N(C)Cc2cccnc2)cc(OC)c1 (centres undefined) in LGR2 inh reads -10
O=C(Cn1cnc2ccccc2c1=O)N1CCN(S(=O)(=O)c2ccc(F)cc2)CC1 in EWS-Fli block reads 2

(cont.)
Molecule	PglD inh	FN deposition inh	S100A4 MyoIIA	LGR2 inh	PAX8 reporter	EWS-Fli block	ERAP1 inh	PGC1a acetyl inh
NNC(=O)CN(CCc1ccccc1)S(=O)(=O)c1ccc(Cl)cc1	/	0	6	/	-14	10	0	1
C[C@H](CO)N1C[C@H](C)[C@H](CN(C)C(=O)Nc2ccc(C(F)(F)F)cc2)OCCCC[C@H](C)Oc2ccc(N(C)C)cc2C1=O	/	/	/	26	43	-1	/	9
CSc1ncnc2c1ncn2CCCN[C@H](C)c1cccc2ccccc12	4	-6	-4	-7	-23	5	-1	3
COC(=O)C1=C(C(=O)OC)[C@@H]2N(Cc3ccccc3)c3ccccc3[C@@]23C[C@@H](C(=O)OC)N=C3N1	1	2	2	0	-16	7	-6	-15
CC(=O)N(C)C[C@@H]1Oc2cc(C#CCC3CCCC3)ccc2S(=O)(=O)N([C@H](C)CO)C[C@@H]1C	-1	-15	14	-8	/	8	0	-14
O=C(N[C@H]1CC[C@H](CCNC(=O)C2CCC2)O[C@H]1CO)c1ccncc1	-3	-7	6	11	-3	-4	1	-3
COc1ccc(NS(=O)(=O)c2cccc(C(=O)NN=Cc3ccc(OC)c(O)c3)c2)cc1	-2	/	1	-5	-9	7	-4	-20
COc1cccc(NC(=S)NC(=O)/C=C/c2ccco2)c1	-4	6	-3	-38	-70	-7	5	6
COc1ccc(NC(=O)Nc2ccc3c(c2)C(=O)N([C@H](C)CO)C[C@@H](C)[C@H](CN(C)S(C)(=O)=O)OCCCC[C@@H](C)O3)cc1	0	/	-9	-5	4	-1	-3	-3
Cc1cc(C)cc(NC(=O)Cn2ncn3c(cc4ccccc43)c2=O)c1	-4	/	8	-4	/	2	9	17
COc1ccccc1NC(=O)N(C)C[C@H]1OCc2cn(nn2)CCCC(=O)N([C@@H](C)CO)C[C@@H]1C	1&4&0	3&-4	-24&-2&-2	-6&3	3&-4	14&0&7	-2&0&0	8&5&2
COc1ccc(Br)cc1/C=N/Nc1cccc(C(=O)O)c1	/	2	0	-6	-138	-19	-10	/

Three successive entries from above:
Molecule	PglD inh	FN deposition inh	S100A4 MyoIIA	LGR2 inh	PAX8 reporter	EWS-Fli block	ERAP1 inh	PGC1a acetyl inh
CC(=O)N(C)C[C@@H]1Oc2cc(C#CCC3CCCC3)ccc2S(=O)(=O)N([C@H](C)CO)C[C@@H]1C	-1	-15	14	-8	/	8	0	-14
O=C(N[C@H]1CC[C@H](CCNC(=O)C2CCC2)O[C@H]1CO)c1ccncc1	-3	-7	6	11	-3	-4	1	-3
COc1ccc(NS(=O)(=O)c2cccc(C(=O)NN=Cc3ccc(OC)c(O)c3)c2)cc1	-2	/	1	-5	-9	7	-4	-20

Additional results:
Molecule	PglD inh	FN deposition inh	S100A4 MyoIIA	LGR2 inh	PAX8 reporter	EWS-Fli block	ERAP1 inh	PGC1a acetyl inh
CCc1ccc(NC(=O)CSc2nc3n[nH]c(C)c3c(=N)n2-c2cccc(OC)c2)cc1	-1	-2	/	-9	/	/	/	-11
C=CCOc1c(CCC)cc(CCC)cc1C(N)=O	5	0	3	-6	17	9	-1	-5
C[C@@H]1CCCCO[C@H](CN(C)C(=O)c2ccccc2)[C@H](C)CN([C@@H](C)CO)C(=O)c2cc(NC(=O)c3ccccc3)ccc2O1	3	-6	-6	3	21	/	4	-3
O=C(CCNS(=O)(=O)c1cccc2nonc12)NC1CCCCCC1	/	1	0	-36	0	6	5	-9
Cc1nc(N2CCC(C)CC2)c2c(C)c(C(=O)Nc3ccc4c(c3)OCCO4)sc2n1	3	7	-5	-1	5	/	0	/
CCOc1ncccc1C(=O)N1CCN(S(=O)(=O)c2ccccc2)CC1	/	-7	-17	-4	-10	3	-7	-18
O=C(C[C@@H]1CC[C@H](NC(=O)Cc2cccnc2)[C@@H](CO)O1)Nc1ccccc1	/	/	-19	8	/	-6	1	-2
C/C(CC(=O)N1CCN(C=O)CC1)=N\NC(=O)c1ccc([N+](=O)[O-])cc1	/	4	2	5	4	2	17	/
COc1cccc(S(=O)(=O)Nc2ccc3c(c2)[C@H]2C[C@H](CC(=O)O)O[C@@H](CO)[C@H]2O3)c1	-2	0	2	7	4	2	0	1
O=C(Nc1ccc(N2CCN(C(=O)c3ccco3)CC2)cc1)c1cccnc1Cl	/	/	-7	1	9	3	-1	/
